PolyA inh: blocks polyadenylation in yeast reporter cells. S. cerevisiae SKY197-pL101 polyadenylation reporter, beta-gal luminescence; efflux-impaired pdr1/pdr3 knockout yeast; score 100 = 6 SD above DMSO. calls only at 12 µM. hit rate 0.02% among 300,000;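 active = lowest replicate activity score at least 50, where 100 means six control SD above control mean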;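 note: yeast exposed to compound for 9 h at 30 °C; higher score means more reporter readthrough which indicates perturbed polyadenylation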
KCNK3 block: human KCNK3 channel inhibition, primary screen. CHO-KCNK3 thallium flux, FluxOR fluorescence; active compounds read low. O14649. hit rate 0.84% among 340,000. B-score at 10 µM. AID 602410;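 active = B-score under library mean minus 4 SD, starting fluorescence ratio at most library mean plus 5 SD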;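 note: more negative B-score means stronger inhibition of thallium flux through KCNK3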
KCNQ1 act: potentiators or activators of human KCNQ1 potassium channel. P51787. CHO-K1 KCNQ1, thallium flux FluxOR fluorescence; active compounds read high. B-score at 10 µM. hit rate 0.35% among 310,000. AID 2648;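 active = fluorescence ratio B-score, a plate-corrected score, at least three library SD, with initial intensity B-score within 5 SD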
Target sequence (P51787 whole entry, looked up): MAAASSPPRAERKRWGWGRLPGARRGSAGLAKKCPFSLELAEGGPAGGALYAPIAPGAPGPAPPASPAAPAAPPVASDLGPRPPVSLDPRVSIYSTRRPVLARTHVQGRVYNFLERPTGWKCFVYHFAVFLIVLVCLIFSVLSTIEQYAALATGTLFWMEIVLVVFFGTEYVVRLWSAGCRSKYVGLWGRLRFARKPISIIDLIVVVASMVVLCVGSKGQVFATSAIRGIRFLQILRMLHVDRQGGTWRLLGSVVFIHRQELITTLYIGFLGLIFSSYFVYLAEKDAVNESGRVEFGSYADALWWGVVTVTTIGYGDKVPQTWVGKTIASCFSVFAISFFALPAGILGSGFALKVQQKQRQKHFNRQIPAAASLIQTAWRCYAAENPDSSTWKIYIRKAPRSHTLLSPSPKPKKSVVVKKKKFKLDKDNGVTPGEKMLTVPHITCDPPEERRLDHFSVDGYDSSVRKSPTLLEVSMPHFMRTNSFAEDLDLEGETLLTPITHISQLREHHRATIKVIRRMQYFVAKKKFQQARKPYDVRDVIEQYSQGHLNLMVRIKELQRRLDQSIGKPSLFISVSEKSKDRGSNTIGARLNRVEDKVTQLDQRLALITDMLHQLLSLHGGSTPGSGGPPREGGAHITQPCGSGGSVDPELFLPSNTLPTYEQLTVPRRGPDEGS
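Assay system: stable KCNQ1 CHO-K1 line; medium: assay buffer, equal DMSO in all wells; timing: 90 min dye loading and 20 min compound exposure, both at room temperature; technique: kinetic FluxOR thallium fluorescence, 10-s 1-Hz baseline, 110-s post-stimulus read; read-out basis: B score of baseline-normalized fluorescence ratio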
KCNK9 inh: inhibitors of human KCNK9 two-pore domain potassium channel. Q9NPC2. HEK293 KCNK9, FluxOR thallium flux fluorescence; active compounds read low. B-score at 10 µM. hit rate 1.2% among 310,000;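 active = ratio B-score over 3 SD below the library mean, with starting fluorescence within 5 SD of its mean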;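 note: negative B-score means less thallium flux so channel inhibition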
Target sequence (Q9NPC2 whole entry, looked up, the tested form may be a part): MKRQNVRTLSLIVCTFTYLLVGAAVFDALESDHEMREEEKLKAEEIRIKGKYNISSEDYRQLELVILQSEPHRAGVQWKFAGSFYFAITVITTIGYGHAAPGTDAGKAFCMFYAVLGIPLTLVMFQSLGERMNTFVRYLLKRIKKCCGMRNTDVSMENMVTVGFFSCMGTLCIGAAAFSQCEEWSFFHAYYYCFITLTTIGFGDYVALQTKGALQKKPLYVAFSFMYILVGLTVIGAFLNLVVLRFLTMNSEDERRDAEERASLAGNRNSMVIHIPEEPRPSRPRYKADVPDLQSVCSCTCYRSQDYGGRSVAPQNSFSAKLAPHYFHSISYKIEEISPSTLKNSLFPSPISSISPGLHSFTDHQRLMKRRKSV
DYRK1A inh: inhibitors of rat Dyrk1A kinase. AID 504441. hit rate 0.43% among 310,000. Q63470. ADP-Glo luminescence, NFATc1 peptide. inhibition, % at 12.5 µM; in the data active = inhibition above about 50%;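 note: plate controls were vehicle with enzyme for no effect and no enzyme for full effect; many of its hits are not listed in these tables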
Platelet DG rel: modulates dense granule release in human platelets; human platelet-rich plasma, SFLLRN dense granule ATP release, luminescence; inhibition, %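 (compounds screened at 7.5 µM in platelet-rich plasma)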; hit rate 0.22% among 300,000;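 active = mean replicate score, as percent of positive control, at or above 50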
TRPC4 inh: inhibitors of mouse TRPC4 channel. HEK293 TRPC4beta/mu-opioid, DAMGO-evoked Fluo4 calcium flux; active compounds read low. B-score at 10 µM. Q9QUQ5. hit rate 0.39% among 300,000;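 active = B-score over 3 SD under the library average, no early fluorescence shift, positive overall ratio signal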
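Assay system: Stable TRPC4beta/mu-opioid receptor HEK293 cells | Reagent: DAMGO in two steps, submaximal then maximal | Compound dosing: Single concentration per test compound | Signal: Fluo4 Ca2+ flux fluorescence | Evaluation: Per-well B score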
TRPC4 potent: allosterically enhances the mouse TRPC4 cation channel | Q9QUQ5 | HEK293 TRPC4beta/mu-opioid, DAMGO EC20, Fluo-4 Ca2+ flux; active compounds read high | B-score at 10 µM | hit rate 0.42% among 310,000 | AID 2227;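 active = B-score of calcium response area above 5 SD of library B-scores, with initial fluorescence ratio within 5 SD of library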;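 note: B-score of integrated fluorescence ratio over time as area under calcium response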
TRPC4 act: TRPC4 (mouse) channel activation. Q9QUQ5. hit rate 0.49% among 310,000. HEK293 TRPC4beta/mu-opioid, Fluo4 calcium fluorescence; active compounds read high. AID 2237. B-score at 10 µM;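 active = B-score above 5 SD of library B-scores, and initial fluorescence ratio not above library mean plus 5 SD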;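 note: positive B-score marks a calcium rise read as TRPC4 activation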
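Assay system: HEK293 stable line with TRPC4beta plus mu-opioid receptor. Times: dye 45 min RT, read 110 s. Measured by: kinetic Fluo4 calcium fluorescence. Measure: B score of integrated ratio. Controls: assay buffer as low control, maximal DAMGO as high control.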
KCNQ1 block: human KCNQ1 channel inhibition; P51787; CHO-K1 KCNQ1, FluxOR thallium flux fluorescence; active compounds read high; B-score at 10 µM; hit rate 1.3% among 310,000; AID 2642;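 active = compounds whose thallium flux B-score, printed positive for inhibition, exceeds three library SD while starting fluorescence stays within three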;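 note: channel opened by potassium depolarization with thallium stimulus after 20 min compound exposure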
hERG rescue: compounds protecting human hERG from proarrhythmic drug block. activation (rescue from dofetilide block), less the hit threshold, % at 10 µM. hit rate 0.51% among 310,000. Q12809. AID 1511. CHO-hERG, FluxOR thallium flux, dofetilide IC70 present;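 active = activation above the mean of controls blocked by dofetilide plus 5 SD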;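 note: thallium influx through hERG after potassium depolarization seen as dye fluorescence rise; in these data hits start at about 4.7%; inactives centre near -7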
The depositor's hits bear a star; i = inactive; . = not tested or not shown.

SMILES | PolyA inh | KCNK3 block | KCNQ1 act | KCNK9 inh | DYRK1A inh | Platelet DG rel | TRPC4 inh | TRPC4 potent | TRPC4 act | KCNQ1 block | hERG rescue
CC1CCN(C(=O)C2CCN(S(=O)(=O)c3cc(Cl)ccc3Cl)CC2)CC1 | i | i | i | i | 14 | -2 | i | i | i | i | -12
COC(CNc1nc(SC)nc2sc3c(c12)CCN(C)C3)OC | i | i | i | i | 15 | 0 | i | i | i | i | -7
Cc1ccc(C(=O)N/N=C\c2ccc[nH]2)cn1 | i | i | i | i | 0 | -3 | i | i | i | i | -9
CC(=O)NCC(=O)NC1CC(C)(C)Cc2c1cnn2-c1ccccc1 (centres undefined) | i | i | i | i | -4 | -12 | i | i | i | i | -1
Cc1cc[n+](CC(=O)Nc2cccc(C)c2)cc1 | i | i | i | i | . | -5 | i | i | i | i | -7
Cc1cc(C)cc(Nc2ncc3c(n2)CC(c2ccco2)CC3=O)c1 (centres undefined) | i | i | i | i | -8 | 1 | i | i | i | i | -17
COc1cccc(CC2(CO)CCCN(CC3=Cc4cc(OC)ccc4OC3)C2)c1 (centres undefined) | i | i | i | i | 0 | 2 | i | i | i | i | -17
Cc1nnc(SCC(=O)Nc2ccccc2NC(=O)CSc2nnc(C)s2)s1 | i | i | i | i | 2 | 0 | i | i | i | i | -13
CN(C)CCOc1cccc(Br)c1 | i | i | i | i | -3 | -13 | i | i | i | i | -9
COc1ccc(Cl)cc1NS(=O)(=O)c1cccc2cccnc12 | i | i | i | i | -5 | -9 | i | i | i | i | -4
Cc1cccc(NC(=O)CCN2CCCC(C)C2)c1 (centres undefined) | i | i | i | i | 3 | -5 | i | i | i | i | -8
Cc1cc(C=O)c2c(c1)C=CC1(Oc3ccccc3C(=O)N1C)O2 (centres undefined) | i | . | i | i | . | 9 | i | i | i | i | 21*
Cc1ccc(C2(CCNC(C)c3cccs3)CCOC(C(C)C)C2)cc1 (centres undefined) | i | i | i | i | . | 8 | i | i | 44* | i | -13
C=CCn1c(=O)[nH]c2cc(C(=O)N3CC=C(c4ccccc4)CC3)ccc2c1=O | i | i | i | i | 1 | -7 | i | i | i | i | -11
COc1ccc(-c2cc(=O)oc3cc(OCC(=O)NCCCn4ccnc4)ccc23)cc1 | i | i | i | i | 2 | 2 | i | i | i | i | -13
Cc1ccc(C(=O)C(OC(=O)c2cnccn2)c2ccccc2)cc1 (centres undefined) | i | i | i | i | -4 | 6 | i | i | i | i | -12
COCCn1c(SCC(=O)c2cccc(OC)c2)nnc1-c1ccco1 | i | i | i | i | -13 | . | i | i | i | i | -7
COc1ccccc1Nc1nc(-c2cccs2)cs1 | i | i | i | i | 1 | 12 | i | i | i | i | -8
C=CCNC(=O)C1CC(=O)N(c2ccc(OCC(=O)Nc3cccc(OC)c3)cc2)C1 (centres undefined) | i | i | i | i | -1 | -5 | i | i | i | i | -4
COc1ccc(C)cc1NC(=O)C(Sc1nnc(-c2ccncc2)n1-c1ccc(Cl)cc1)c1ccccc1 (centres undefined) | i | i | i | i | -2 | 1 | i | i | i | i | -9
CCOC(=O)c1sc(=S)n(-c2cc(OC)ccc2OC)c1N | i | i | i | i | 5 | 1 | i | i | i | i | -7
O=C(CCCc1ccccc1)Nc1ccnn1C1CCN(Cc2ccc(CO)o2)CC1 | i | i | i | i | -2 | -4 | i | i | i | i | -6
O=C(Cc1cccs1)NCCCc1ccccc1 | i | i | i | i | 6 | 4 | i | i | i | i | -25
CCc1ccc(NCCC(=O)c2ccc(Cl)cc2)cc1 | i | i | i | i | -2 | 8 | i | i | i | i | -6
O=C1NC(=O)C2(CCCCCCCCCCC2)N1 | i | i | i | i | 6 | -1 | i | i | i | i | -14
(next part)
SMILES | PolyA inh | KCNK3 block | KCNQ1 act | KCNK9 inh | DYRK1A inh | Platelet DG rel | TRPC4 inh | TRPC4 potent | TRPC4 act | KCNQ1 block | hERG rescue
Cc1cc(C(F)(F)F)n(-c2ccc(N)cc2)n1 | i | i | i | i | 0 | -1 | i | i | i | i | -3
Cc1onc(-c2c(Cl)cccc2Cl)c1NC(=O)N1CCSCC1 | i | i | i | i | 8 | -4 | i | i | i | i | -10
O=C1OC(/C(=C\NCc2ccccc2)[N+](=O)[O-])c2ccccc21 (centres undefined) | i | i | i | i | 0 | -9 | i | i | i | i | -9
CC1CCN(CC(O)COC2CC(C)CCC2C(C)C)CC1 (centres undefined) | i | i | i | i | -1 | 5 | i | i | i | i | -10
COc1ccc(/C(C)=N/Nc2nc3ccccc3nc2C)cc1OC | i | i | i | i | 3 | 11 | i | i | i | i | -7
O=C(Nc1ccc2c(c1)CCC2)C1CCCO1 (centres undefined) | i | i | i | i | 1 | -5 | i | i | i | i | -12
COc1ccc(C)cc1N(CC(=O)NCCSCc1cccc(Cl)c1)S(C)(=O)=O | i | i | i | i | 7 | -2 | i | i | i | i | -8
Cn1nc(-c2ccccc2)c(CSc2cccc(Cl)c2)c1Cl | i | i | i | -8.4* | -8 | 0 | i | i | i | 6* | -8
O=[N+]([O-])c1ccccc1S(=O)(=O)NC1CCCCCCC1 | i | i | i | i | -2 | 18 | i | i | i | i | 4
O=C(COc1cccc2c1CCN(Cc1ccccc1F)C2=O)N1CCCCC1 | i | i | i | i | . | -2 | i | i | i | i | -12
COc1cc(S(=O)(=O)N2CCOCC2)ccc1NC(=O)COC(=O)CC12CC3CC(CC(C3)C1)C2 | i | i | i | i | -2 | -1 | i | i | i | i | -14
COC(=O)CS(=O)(=O)c1ccc(C)cc1 | i | i | i | i | 1 | 2 | i | i | i | i | -8
Cc1cc(C)nc(N/N=C/c2c[nH]c3ccccc23)n1 | i | i | i | i | 10 | 5 | i | i | i | i | -10
CC(=O)N1CCC(N(CCN2CCOCC2)C(=S)Nc2c(C)cccc2C)CC1 | i | i | i | i | 3 | 4 | i | i | i | i | -8
CC(C)COc1ccc(C(=O)N/C(=C/c2cccc([N+](=O)[O-])c2)C(=O)O)cc1 | i | i | i | i | -6 | -5 | i | i | i | i | -13
COc1cc(C(O)P(=O)(OCC(C)C)c2ccc(N(C)C)cc2)cc(OC)c1OC (centres undefined) | i | i | i | i | . | -19 | i | i | i | i | -15
Cc1ccc(S(=O)(=O)N2C(=O)CCC2C(=O)N2CCN(C)CC2)cc1 (centres undefined) | . | i | i | i | -7 | 0 | i | i | i | i | -5
O=C(CS(=O)c1ccc(F)cc1)Nc1ccccc1Cl (centres undefined) | i | i | i | i | 1 | 1 | i | i | i | i | -10
NC1=NN(c2cccc(C(=O)O)c2)C(=O)C1 | i | i | i | i | 12 | 8 | i | i | i | i | -7
Cc1ccc(S(=O)(=O)N(C)c2nonc2C)cc1 | . | i | i | i | -1 | 11 | i | i | i | i | -8
Cc1nc(NC(=O)CCl)sc1C(=O)N(C)C | i | i | i | i | 3 | -2 | i | i | i | i | -21
CCCN(C(=O)Cn1ncc2c([nH]c3ccccc32)c1=O)c1ccccc1C | i | i | i | i | -5 | -7 | i | i | i | i | -5
CC(=O)c1sc(NC(=O)CCS(=O)(=O)c2ccc(C)cc2)nc1C | i | i | i | i | -5 | -6 | i | i | i | i | -13
O=C(CNC(=O)c1ccccc1)OC1CCCCC1 | i | i | i | i | -4 | -11 | i | i | i | i | -6
Cc1nonc1NC(=O)CSc1nc(C23CC4CC(CC(C4)C2)C3)nc2ccccc12 | i | i | i | i | -2 | 14 | i | i | i | i | -7
Other compounds follow.
SMILES | PolyA inh | KCNK3 block | KCNQ1 act | KCNK9 inh | DYRK1A inh | Platelet DG rel | TRPC4 inh | TRPC4 potent | TRPC4 act | KCNQ1 block | hERG rescue
COc1ccccc1C1C2=C(COC2=O)Nc2cc3c(cc21)OCO3 (centres undefined) | i | i | i | i | -2 | 6 | i | i | i | i | -6
CCOc1ccc(N(CC(=O)Nc2ccc(OC)cc2)S(=O)(=O)c2c(C)[nH]c(=O)[nH]c2=O)cc1 | i | i | i | i | -1 | 0 | i | i | i | i | -2
Nc1cccc2c1C(=O)N(c1ccccc1)C2=O | i | i | i | i | 0 | 7 | i | i | i | i | -10
Cc1ccccc1CSc1nnc([C@@H]2CCCN2)o1 | i | i | i | i | -3 | 1 | i | i | i | i | -3
O=C(NCC(O)c1ccc([N+](=O)[O-])cc1)C1CCCCC1 (centres undefined) | i | i | i | i | 1 | -7 | i | i | i | i | -10
Cc1c(OC(C)C(=O)NCCCN2CCOCC2)ccc2c3c(c(=O)oc12)CCC3 (centres undefined) | i | i | i | i | 2 | 12 | i | i | i | i | -3
COc1ccc2c(c1OC)CN(C)CCc1cc3c(cc1C(O)C2)OCO3 (centres undefined) | i | i | i | i | -2 | 4 | i | i | i | i | -7
CS(=O)(=O)c1ccccc1C(=O)Nc1cccc(-c2nc3ccccc3o2)c1 | i | i | i | i | -1 | 5 | i | i | i | i | -9
COc1ccc(/C(C)=N\Nc2nc(-c3ccc(Cl)cc3)cc(C(F)(F)F)n2)cc1OC | i | i | i | i | -1 | 1 | i | i | i | i | -3
CN(C[C@H](c1ccccc1)N(C[C@H](Cc1ccccc1)N(CCc1ccccc1)N=O)N=O)N=O | i | i | i | i | . | 1 | i | i | i | i | -4
Cc1cc(C(=O)N/N=C/c2ccc(C)s2)n[nH]1 | i | i | i | i | 0 | -7 | i | i | i | i | -4
C=CCNC(=S)Nc1c(C(=O)OC)[nH]c2cc(OC)ccc12 | i | i | i | i | 6 | 1 | i | i | i | i | -8
CCOC(=O)C1=C(C)NC(C)=C(C(=O)OC)C1c1cccc([N+](=O)[O-])c1 (centres undefined) | i | i | i | i | 10 | -3 | i | i | i | i | -8

From PubChem

These rows are one share of the data; rates above refer to the full screens.
